From PubChem
MC4R antagonist: blocks human MC4R cAMP signaling; P32245; MC4R-expressing cells, MTII-stimulated cAMP, LANCE TR-FRET; inhibition, % at 6.5 µM; actives 0.48% (n = 360,000); AID 540295;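 active = inhibition above its plate's cutoff, the mean of tested wells on that plate plus 3 SD, cut at about 29% in these data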;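 also: 0% = Melanotan II alone and 100% = Melanotan II plus saturating MCL0020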
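Material: human MC4R-expressing U2OS cells. Probe or stimulus: Melanotan II challenge. Dosing: 6.5 µM single dose. Times: 30-min compound, 1-h challenge, 1-h detection, room temperature. Technique: TR-FRET with Eu-cAMP and labeled anti-cAMP, 671 nm. Replication: singlicate.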
ABHD5-PLIN5 inh: inhibitors of human ABHD5-perilipin-5 interaction; Q00G26+Q8WTS1; Split G. princeps luciferase complementation, luminescence, 4 h; inhibition, % at 4 µM; actives 0.78% (n = 360,000);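 active = inhibition above the mean inhibition across every tested compound plus 3 SD, cut at about 22% in these data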;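 also: 0% = DMSO only wells and the 100% control is not disclosed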
Glyco luc inh: N-linked glycosylation inhibition. AID 588692. reporter increase, % at 12.5 µM. actives 0.23% (n = 360,000). D54 ERlucT glycosylation luciferase reporter, 24 h; percent of 100 nM tunicamycin response;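 active = mean luciferase reporter signal, scaled so untreated is 0 and the glycosylation-blocking control 100, at or above a set limit in every replicate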;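 also: luciferase carries N-glycosylation sites so blocking glycosylation raises the light; 0% = median of neutral control wells and 100% = median of 100 nM tunicamycin wells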
TLR9-MyD88 inh: TLR9-MyD88 interaction inhibition | Q9NR96+Q99836 | CHO BLA complementation TLR9-MyD88, CCF4 FRET ratio | inhibition, % at 4.98 µM | actives 0.21% (n = 340,000);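 active = inhibition above the mean over all tested compounds plus 3 SD, cut at about 21% in these data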;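 also: 0% = DMSO only wells and 100% = clavulanate BLA inhibitor control wells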
NCOA2 inhibitor: inhibits human steroid receptor coactivator 2 | AID 651957 | actives 0.17% (n = 370,000) | Q15596 | HEK293 GAL4-SRC2 luciferase reporter, luminescence | inhibition, % at 9 µM;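 active = inhibition above the mean inhibition of all tested compounds plus 3 SD, set per campaign, cut at about 52% in these data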;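 also: 0% = DMSO treated cells and 100% = cells given Gossypol at 36 µM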
m5-HT2A agonist: agonists of mouse serotonin 5-HT2A receptor (HTR2A); P35363; CHO-K1 mHTR2A beta-arrestin complementation, luminescence; percent of 30 µM serotonin response; activation, % at 7.6 µM; actives 0.66% (n = 360,000); AID 624169;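 active = activation above a run cutoff, the mean activation of all tested compounds plus 3 SD, cut at about 14% in these data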;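 also: 0% = plate median of compound wells and 100% = 30 µM serotonin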
Target sequence (P35363 whole entry, looked up): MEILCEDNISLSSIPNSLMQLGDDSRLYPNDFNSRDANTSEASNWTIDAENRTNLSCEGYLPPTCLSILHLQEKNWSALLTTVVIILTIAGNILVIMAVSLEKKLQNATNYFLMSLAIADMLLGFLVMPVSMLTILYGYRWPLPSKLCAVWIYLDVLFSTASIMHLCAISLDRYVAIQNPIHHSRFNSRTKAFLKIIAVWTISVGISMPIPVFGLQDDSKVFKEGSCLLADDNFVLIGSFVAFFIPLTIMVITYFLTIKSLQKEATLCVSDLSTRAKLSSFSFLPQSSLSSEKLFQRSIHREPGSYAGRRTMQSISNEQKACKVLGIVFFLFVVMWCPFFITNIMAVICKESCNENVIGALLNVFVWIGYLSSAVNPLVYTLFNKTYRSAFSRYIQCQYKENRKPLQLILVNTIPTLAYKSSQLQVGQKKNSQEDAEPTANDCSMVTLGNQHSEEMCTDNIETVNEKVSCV
MC4R barr agon: human MC4R agonism via beta-arrestin. U2OS MC4R beta-arrestin complementation, luminescence; percent of melanotan II response, DMSO zero. AID 540308. activation, % at 8.9 µM. P32245. actives 0.98% (n = 360,000);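 active = activation above a per-plate cutoff, the mean activation of sample wells on that plate plus 3 SD, cut at about 8% in these data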
ABCB6 inh MLPCN: inhibitors of human ABC transporter ABCB6. Q9NP58. K562-ABCB6 porphyrin accumulation, flow cytometry, 1 h; active compounds read low. fluorescence ratio to DMSO, % at 10 µM. actives 0.19% (n = 360,000);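 active = fluorescence ratio to DMSO below 75%, the collection mean minus 3 SD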;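 also: signal is porphyrin accumulated inside mitochondria; 100% equals median channel fluorescence of DMSO control wells; lower ratio means ABCB6 inhibition with less porphyrin fluorescence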
NOD2 RIPK2 PPI: blocks binding of human NOD2 to RIPK2. O43353. CHO BLA complementation NOD2-RIPK2, CCF4 ratio. inhibition, % at 4.98 µM. actives 0.38% (n = 360,000). AID 624267; in the data active = inhibition above about 21%;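 also: 0% = vehicle only and 100% = reference blocker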
Target sequence (O43353 whole entry, looked up): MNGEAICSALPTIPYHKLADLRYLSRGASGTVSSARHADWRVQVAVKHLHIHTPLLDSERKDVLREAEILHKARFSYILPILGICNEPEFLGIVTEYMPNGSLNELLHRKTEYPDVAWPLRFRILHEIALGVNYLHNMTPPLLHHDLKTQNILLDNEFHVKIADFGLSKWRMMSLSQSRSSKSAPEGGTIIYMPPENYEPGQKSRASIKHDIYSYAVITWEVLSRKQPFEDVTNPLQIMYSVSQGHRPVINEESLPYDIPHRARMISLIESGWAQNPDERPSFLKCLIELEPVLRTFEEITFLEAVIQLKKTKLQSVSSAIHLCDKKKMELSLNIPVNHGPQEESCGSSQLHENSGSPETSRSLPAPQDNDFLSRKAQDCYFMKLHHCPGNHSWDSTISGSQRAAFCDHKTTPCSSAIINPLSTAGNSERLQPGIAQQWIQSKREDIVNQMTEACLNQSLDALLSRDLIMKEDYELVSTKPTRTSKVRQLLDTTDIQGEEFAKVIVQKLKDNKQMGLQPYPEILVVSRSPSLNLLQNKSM
Cardio protect: modulators protecting cardiomyocytes from myocardial damage; H9c2 cardiomyocytes, H2O2 injury protection, ATPLite, 2 h; protection from H2O2 cell death, % at 20 µM; actives 0.63% (n = 360,000);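 active = compounds giving at least 50% protection of heart cells from peroxide-induced death in the single-dose screen, raw or plate-pattern-corrected value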;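 also: 0% = DMSO wells with peroxide and 100% = DMSO wells without peroxide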
Starred values were filed as active, the others as inactive; / = not tested or not shown. Some of the compounds tested; the hit share may differ from the screen's.

SMILES | MC4R antagonist | ABHD5-PLIN5 inh | Glyco luc inh | TLR9-MyD88 inh | NCOA2 inhibitor | m5-HT2A agonist | MC4R barr agon | ABCB6 inh MLPCN | NOD2 RIPK2 PPI | Cardio protect
Cc1cc2cc(CNC(=S)Nc3ccc(OC(F)(F)F)cc3)ccc2n1C | 27.2 | 10.1 | -4.9 | -3.2 | -6.6 | 1.8 | -2.2 | 107.0 | -12.3 | -4.6
Cc1cc(Oc2ccc(C#N)cc2)nc(N2CCOCC2)n1 | 6.3 | -7.0 | 0.4 | -2.4 | 12.6 | -2.1 | -2.6 | 82.0 | -2.6 | 1.7
COCCN(C(=O)c1csnn1)C(C(=O)NC1CCCC1)c1ccccc1 (stereo not given) | -4.0 | -13.8 | 1.3 | 0.7 | 2.1 | -1.9 | -0.5 | 92.0 | -3.5 | 4.6
COc1ccc(/C=C/c2c(-c3ccc(OC)cc3)oc3cccnc23)cc1 | 6.9 | -6.8 | 0.8 | -5.7 | -2.1 | -2.0 | -1.6 | 100.0 | 5.7 | -3.7
O=C(C[n+]1cc(-c2ccc(F)cc2)n2c1CCC2)N1c2ccccc2Sc2ccccc21 | 1.6 | 19.5 | -1.7 | -22.7 | -76.7 | 0.5 | 1.3 | 91.0 | 7.7 | -1.2
Cc1nc(C)n(CC(=O)N2CCCC(C(=O)c3ccc(C(F)(F)F)cc3)C2)n1 (stereo not given) | 1.4 | -0.6 | 1.4 | 1.1 | 22.7 | 0.7 | -1.0 | 102.0 | 4.5 | -5.9
O=C(O)c1cccc(S(=O)(=O)Nc2ccc(O)cc2Sc2nc3ccccc3s2)c1 | 1.6 | -1.1 | 2.1 | 1.4 | -0.8 | -2.9 | -2.1 | 100.0 | -7.7 | 4.6
O=C(NCCc1c[nH]c2ccccc12)C1CCC(Cn2c(=S)[nH]c3ccccc3c2=O)CC1 (stereo not given) | 14.8 | -0.3 | -6.2 | 3.3 | -0.1 | -3.9 | -2.4 | 100.0 | 2.7 | 0.3
CN(C)S(=O)(=O)N1CCN(CC(O)COc2ccc(C(=O)c3ccccc3)cc2)CC1 (stereo not given) | 8.0 | 9.5 | -2.4 | 8.4 | 4.7 | -8.1 | -1.2 | 89.0 | 4.0 | -5.4
COc1cc(/C=C/c2ccc3cccc(O)c3n2)cc(OC)c1OC | -17.6 | 4.3 | -16.6 | 12.3 | -49.5 | -5.4 | -2.3 | 106.0 | 10.0 | 39.2
COC(=O)c1ccc(CNC(=O)c2c3c(nc4ccccc24)CCN(Cc2ccccc2)C3)cc1 | -3.1 | 1.1 | -2.2 | -3.6 | 7.6 | 7.4 | 1.4 | 108.0 | 5.7 | 16.5
CC1C(=O)N2CCCc3cc(S(=O)(=O)N(C)CCC#N)cc1c32 (stereo not given) | 3.0 | 0.1 | 0.5 | 1.5 | -6.5 | 1.7 | -0.5 | 97.0 | -4.2 | 0.3
Cn1c(=O)[nH]c(=O)c2c1nc(Br)n2CCC(=O)c1ccccc1 | 2.3 | 4.2 | 3.7 | 3.2 | 0.8 | 4.5 | -1.3 | 88.0 | -4.1 | 6.7
Cc1ccc2cc(CN(CC3CCCO3)C(=O)C(C)C)c(=O)[nH]c2c1 (stereo not given) | 1.8 | 2.9 | -1.3 | -4.0 | -19.5 | -1.4 | -0.9 | 90.0 | -1.2 | 9.3
O=C(NC(=S)Nc1ccccc1N1CCCC1)c1cccc(F)c1 | 9.9 | -9.6 | 1.8 | 7.5 | 9.6 | -1.1 | -1.3 | 117.0 | -2.7 | 6.9
Cc1ccc(SC(C)C(=O)N2CCN(c3ccccc3)CC2)cc1 (stereo not given) | 0.3 | -5.3 | -0.7 | -3.8 | 2.0 | -3.3 | -1.2 | 93.0 | 10.5 | -1.2
C=CCn1c(=NC(=O)c2cccs2)sc2cc(NC(C)=O)ccc21 | 8.6 | -11.0 | -3.7 | 3.9 | -48.1 | 23.5* | 3.9 | 98.0 | 2.5 | -9.1
COc1ccc(/C(O)=C2/C(=O)C(=O)N(Cc3cccnc3)C2c2ccco2)cc1OC (stereo not given) | 1.4 | -5.8 | 3.5 | -7.4 | -4.3 | 3.9 | -1.6 | 104.0 | -7.6 | 11.3
O=C(NCCNc1ccc([N+](=O)[O-])cc1)c1cccs1 | -1.1 | -1.2 | 1.9 | 2.8 | 0.4 | 2.2 | -1.0 | 96.0 | -8.5 | 4.3
O=C1CCCC2=C1C(c1ccc(Br)cc1)c1c([nH]c(=S)[nH]c1=O)N2 (stereo not given) | 2.5 | -16.0 | 2.0 | -1.4 | -3.6 | -2.6 | -2.5 | 95.0 | -3.6 | 4.2
CN(C)S(=O)(=O)c1ccc(C(=O)Nc2ccccc2F)cc1 | 6.7 | 3.0 | -0.6 | 4.7 | / | 1.0 | -0.1 | 97.0 | 4.6 | 0.7
Cc1nnc(N2CCCC(C(=O)NCc3cccc(F)c3)C2)c2nn(-c3ccccc3)c(C)c12 (stereo not given) | 7.0 | 10.3 | 16.2 | -0.4 | 8.3 | -1.9 | -0.5 | 95.0 | 4.6 | 9.2
O=C(NNC1=Nc2cccc3cccc1c23)c1ccccc1Br | -10.1 | 2.4 | 14.1 | 5.3 | 10.3 | 0.9 | -1.7 | 96.0 | -4.6 | 20.5
Nc1ccn([C@@H]2O[C@H](C(=O)Nc3cc(C(F)(F)F)cc(C(F)(F)F)c3)[C@@H](O)[C@H]2O)c(=O)n1 | / | -2.9 | 0.3 | / | 10.2 | -0.1 | / | 97.0 | 4.2 | 1.4
CCC1(c2ccccc2)NC(=O)N(CC(=O)Nc2ccc3c(c2)OCO3)C1=O (stereo not given) | 6.8 | -1.9 | 1.4 | 9.9 | / | 3.4 | -2.4 | 100.0 | 8.9 | -1.3
COc1ccc(/C=N/Nc2nc3ccccc3[nH]2)cc1OC | -6.2 | 2.3 | -7.7 | -3.0 | -69.3 | -3.0 | -0.2 | 99.0 | -6.9 | -6.5
Cc1ccc(NC(=O)c2cccc(F)c2)cc1S(=O)(=O)N1CCCCCC1 | 0.1 | -2.0 | -2.8 | 2.8 | -24.6 | -1.3 | -0.5 | 98.0 | -3.3 | -13.3
CC(=O)c1ccc(NC(=O)C2CCC(C)(C(=O)O)C2(C)C)cc1 (stereo not given) | 1.0 | -6.4 | 0.6 | -1.2 | 4.3 | 4.2 | -1.6 | 99.0 | -3.7 | 2.7
CC(=O)Nc1ccc(C(=O)N2CCCC(c3cc(C(=O)NCc4cccnc4)no3)C2)cc1 (stereo not given) | 7.0 | 1.6 | 1.4 | / | -24.1 | 0.6 | -0.9 | 80.0 | 2.5 | -1.0
CC(NC(=O)Nc1ccc2c(c1)OCO2)c1ccncc1 (stereo not given) | -0.7 | -3.5 | 0.2 | 5.1 | -34.2 | -2.0 | 0.2 | 92.0 | -8.6 | -1.3
CCCn1c(=O)c(C(=O)Nc2ncccc2C)c(O)c2ccccc21 | 13.4 | 3.5 | 0.9 | -3.8 | 20.0 | 2.7 | -1.6 | 99.0 | -11.6 | -7.0
CCO[C@@H]1OC(C(=O)NCc2ccccc2)=C[C@H](c2ccc(Br)cc2)[C@H]1CCCO | 5.6 | -0.5 | -5.4 | 4.4 | 19.5 | -7.4 | 1.9 | 97.0 | 13.5 | -3.4
COc1cc(C(C)=O)ccc1OCC(=O)Nc1ccc2nc(C)sc2c1 | 12.5 | 2.5 | -0.8 | -11.8 | -15.8 | -12.6 | -1.0 | 100.0 | -5.4 | 2.9
CC(NC(=O)Nc1ccc(O)cc1)(C(F)(F)F)C(F)(F)F | 5.0 | -18.6 | 4.4 | 5.0 | -8.3 | 0.7 | 3.0 | 108.0 | -10.7 | 7.4
COc1cc(CN2C[C@@H](CO)O[C@@H](n3cnc4c(N5CCCC5)ncnc43)C2)cc(OC)c1OC | -15.7 | 5.4 | 1.5 | / | 9.0 | 6.6 | 3.8 | 95.0 | 9.5 | -1.9
Cc1ccc(C(=O)N2CCN(c3nc4ccccc4n3C)CC2)cc1 | 3.5 | 5.4 | 9.9 | 0.5 | -4.5 | 1.6 | 0.6 | 98.0 | -10.5 | 3.9
O=c1c2ccccc2nc(N2CCN(c3ccccc3)CC2)n1Cc1ccccc1 | 6.3 | -1.9 | -6.4 | 13.8 | -4.7 | 2.1 | 1.9 | 99.0 | -24.9 | -3.7
Cc1noc(NS(=O)(=O)c2ccc(NC(=O)c3ccc(Br)o3)cc2)c1C | 12.0 | -5.5 | 2.8 | 0.9 | 0.6 | -5.7 | 0.6 | 112.0 | 4.1 | 11.9
N#Cc1ccc(/C=C/C(=O)c2cccnc2)cc1 | 13.8 | 81.8* | 6.0 | 10.9 | -14.1 | 0.9 | -2.1 | 98.0 | -3.9 | -5.3
Cc1c(C(=O)Nc2cccc(N(C)S(C)(=O)=O)c2)cccc1[N+](=O)[O-] | 4.3 | 2.3 | -1.0 | -9.6 | 16.9 | -3.4 | -3.9 | 92.0 | -15.0 | 4.1

Record cards, as listed above. Order of values: MC4R antagonist	ABHD5-PLIN5 inh	Glyco luc inh	TLR9-MyD88 inh	NCOA2 inhibitor	m5-HT2A agonist	MC4R barr agon	ABCB6 inh MLPCN	NOD2 RIPK2 PPI	Cardio protect
`O=c1c2ccccc2nc(N2CCN(c3ccccc3)CC2)n1Cc1ccccc1` as listed: 6.3	-1.9	-6.4	13.8	-4.7	2.1	1.9	99.0	-24.9	-3.7
`Cc1c(C(=O)Nc2cccc(N(C)S(C)(=O)=O)c2)cccc1[N+](=O)[O-]` as listed: 4.3	2.3	-1.0	-9.6	16.9	-3.4	-3.9	92.0	-15.0	4.1
`Cc1noc(NS(=O)(=O)c2ccc(NC(=O)c3ccc(Br)o3)cc2)c1C` as listed: 12.0	-5.5	2.8	0.9	0.6	-5.7	0.6	112.0	4.1	11.9

Going on with the list.
SMILES | MC4R antagonist | ABHD5-PLIN5 inh | Glyco luc inh | TLR9-MyD88 inh | NCOA2 inhibitor | m5-HT2A agonist | MC4R barr agon | ABCB6 inh MLPCN | NOD2 RIPK2 PPI | Cardio protect
CCOC(=O)[C@@H]1[C@H]2COc3ccccc3[C@@H]2N2C(=O)N(c3ccc(C(F)(F)F)cc3)C(=O)[C@@]12C | 7.9 | 5.1 | 0.6 | 6.5 | -10.0 | -2.2 | -2.6 | 103.0 | -8.3 | -7.3
CC(C)CC(COCc1cccc(Cl)c1)N1CCN(C(=O)c2cccc(C(F)(F)F)c2)CCC1=O (stereo not given) | 3.6 | -6.4 | -1.0 | -6.6 | 19.7 | 2.0 | 0.0 | 99.0 | 7.1 | -4.0
COC(=O)c1ccccc1S(=O)(=O)Nc1ccc2cn[nH]c2c1 | 12.5 | 1.5 | 0.4 | 2.6 | -33.4 | -1.7 | -1.0 | 98.0 | -6.9 | -0.9
COc1ccc(/C=C/C(=O)NC2CCN(Cc3ccccc3)CC2)cc1OC | -2.3 | 2.8 | -6.7 | 5.5 | -8.8 | -7.6 | -1.3 | 99.0 | -5.2 | 0.1
CCOc1ccc2[nH]c(=O)c(C(c3nnnn3C3CCCCC3)N3CCN(C)CC3)cc2c1 (stereo not given) | 3.7 | 1.5 | -0.4 | 6.2 | -15.8 | -2.8 | -2.1 | 97.0 | -0.3 | 7.5
